Screening data deposited in PubChem by The Scripps Research Institute Molecular Screening Center.
PAFAH1B3 inh: blocks human PAF acetylhydrolase 1B catalytic subunit 3. AID 492972. inhibition, % at 3.39 µM. Q15102. recombinant PAFAH1B3, FP-rhodamine probe, fluorescence polarization. 340,000 compounds, 0.28% hits;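 active means inhibition above the screen-wide average of all tested compounds plus 3 SD, cut at about 25% in these data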;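 further: 0% = enzyme with DMSO only and 100% = wells lacking PAFAH1B3 protein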
Target sequence (Q15102 whole entry, looked up): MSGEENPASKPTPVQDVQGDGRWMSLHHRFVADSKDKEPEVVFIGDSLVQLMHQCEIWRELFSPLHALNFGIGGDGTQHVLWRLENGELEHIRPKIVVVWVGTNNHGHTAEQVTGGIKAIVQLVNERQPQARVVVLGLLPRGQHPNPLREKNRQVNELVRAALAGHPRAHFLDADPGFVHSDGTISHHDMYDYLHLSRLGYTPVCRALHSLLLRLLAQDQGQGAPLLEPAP
PME-1 primary: blocks human protein phosphatase methylesterase 1; Q9Y570; recombinant PME-1, FP-Rh probe fluorescence polarization; inhibition, % at 5.9 µM; 320,000 compounds, 0.53% hits;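 active means inhibition above the campaign mean of all compounds plus 3 SD, cut at about 26% in these data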;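 further: competitive labeling of PME-1 active site by serine hydrolase directed probe; 0% = PME-1 with DMSO and 100% = wells lacking PME-1 enzyme; inhibitors block probe labeling so polarization falls and inhibition rises; many of its hits are not listed in these tables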
Target sequence (Q9Y570 whole entry, looked up): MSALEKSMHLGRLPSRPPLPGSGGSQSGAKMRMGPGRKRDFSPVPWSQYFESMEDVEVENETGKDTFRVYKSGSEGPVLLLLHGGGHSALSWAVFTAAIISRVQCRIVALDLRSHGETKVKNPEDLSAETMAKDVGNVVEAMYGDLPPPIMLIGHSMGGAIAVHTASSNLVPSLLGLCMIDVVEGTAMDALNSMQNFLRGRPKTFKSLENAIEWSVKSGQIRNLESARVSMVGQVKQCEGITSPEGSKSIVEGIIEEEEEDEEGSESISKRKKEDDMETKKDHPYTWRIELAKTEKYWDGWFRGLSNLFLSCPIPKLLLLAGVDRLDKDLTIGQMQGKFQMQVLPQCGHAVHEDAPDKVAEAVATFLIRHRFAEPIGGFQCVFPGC
PAFAH2 inh: inhibitors of human PAFAH2; Q99487; AID 492956; recombinant PAFAH2, FP-rhodamine activity probe, fluorescence polarization; inhibition, % at 3.39 µM; 340,000 compounds, 0.99% hits;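 active means inhibition above the mean over all tested compounds plus 3 SD, cut at about 30% in these data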;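 further: inhibitors block probe labeling of enzyme so polarization drops; 0% = enzyme with DMSO and 100% = wells lacking PAFAH2 protein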
pPAFAH inh: pPAFAH (human) enzyme inhibition | Q13093 | recombinant pPAFAH, FP-rhodamine probe fluorescence polarization | inhibition, % at 3.39 µM | 330,000 compounds, 1.5% hits | AID 463082;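 active means inhibition above the mean inhibition across the screen plus 3 SD, cut at about 25% in these data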;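 further: inhibitors block binding of the rhodamine activity-based probe so polarization drops; 0% = enzyme with DMSO and 100% = wells lacking pPAFAH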
GSTO1 counter: GSTO1 inhibition, counter-screen for RBBP9 inhibitors; P78417; recombinant GSTO1, activity-based probe fluorescence polarization; inhibition, % at 5.96 µM; 300,000 compounds, 1.1% hits; AID 1974;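 active means inhibition above the campaign mean inhibition plus 3 SD, cut at about 35% in these data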;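 further: 0% = GSTO1-1 with DMSO and 100% = wells lacking GSTO1-1 enzyme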
Target sequence (P78417 whole entry, looked up): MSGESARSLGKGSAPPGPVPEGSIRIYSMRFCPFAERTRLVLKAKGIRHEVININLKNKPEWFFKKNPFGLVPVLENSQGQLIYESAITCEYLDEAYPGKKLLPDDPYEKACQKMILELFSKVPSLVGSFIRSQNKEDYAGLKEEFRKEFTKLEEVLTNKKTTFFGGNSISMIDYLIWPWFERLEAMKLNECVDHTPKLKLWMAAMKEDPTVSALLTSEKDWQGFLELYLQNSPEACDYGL
LYPLA1 inh: LYPLA1 (human) inhibition in PME1 counter-screen | O75608 | inhibition, % at 5.9 µM | 320,000 compounds, 0.16% hits | recombinant LYPLA1, FP-Rh probe fluorescence polarization | AID 2174;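 active means inhibition above the mean of all tested compounds plus 3 SD, set per campaign, cut at about 14% in these data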;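 further: inhibitors block serine hydrolase probe labeling of LYPLA1 so polarization falls; 0% = enzyme with DMSO and 100% = wells lacking LYPLA1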
Target sequence (O75608 whole entry, looked up): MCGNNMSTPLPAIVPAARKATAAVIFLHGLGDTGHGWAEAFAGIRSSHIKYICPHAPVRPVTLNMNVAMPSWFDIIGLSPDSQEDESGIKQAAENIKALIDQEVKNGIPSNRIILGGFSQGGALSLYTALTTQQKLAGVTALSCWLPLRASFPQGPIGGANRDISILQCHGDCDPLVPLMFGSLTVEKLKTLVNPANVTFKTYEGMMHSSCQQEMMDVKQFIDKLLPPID
PAFAH1B2 FP inh: inhibitors of human PAFAH1B2. P68402. recombinant PAFAH1B2, FP-rhodamine activity probe, fluorescence polarization. inhibition, % at 3.39 µM. 340,000 compounds, 1.2% hits. AID 492953;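 active means inhibition above the mean of all tested compounds plus 3 SD, cut at about 24% in these data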;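 further: 0% = enzyme with DMSO and 100% = wells lacking PAFAH1B2; many of its hits are not listed in these tables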
Fam108B inh: Fam108B inhibition, counter-screen for RBBP9 inhibitors; inhibition, % at 9.51 µM; 300,000 compounds, 0.33% hits; AID 1947; recombinant Fam108B, FP-Rh probe fluorescence polarization;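 active means inhibition above the screen mean inhibition plus 3 SD, computed separately per campaign, cut at about 18% in these data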;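 further: inhibitors lower polarization as less probe binds the enzyme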
PAD4 FP inh: PAD4 (human) enzyme inhibition | recombinant PAD4, RCA probe fluorescence polarization | 330,000 compounds, 0.41% hits | inhibition, % at 6.36 µM | Q9UM07;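 active means percent inhibition above a cutoff equal to the mean of all tested compounds plus 3 SD, cut at about 15% in these data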;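 further: 0% = PAD4 with RCA probe and DMSO and 100% = probe without PAD4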
* = called active by the depositor; · = no result given. These rows are one share of the data; rates above refer to the full screens.

SMILES | PAFAH1B3 inh | PME-1 primary | PAFAH2 inh | pPAFAH inh | GSTO1 counter | LYPLA1 inh | PAFAH1B2 FP inh | Fam108B inh | PAD4 FP inh
Cc1cc(NS(=O)(=O)c2ccc(NC(=S)NC(=O)c3ccc(C(C)(C)C)cc3)cc2)no1 | 5 | -6 | 9 | -1 | -9 | 0 | -3 | -3 | -3
O=S(=O)(c1ccccc1)N1CCC(=NO)CC1 | 10 | 4 | 10 | -1 | -1 | 4 | 8 | 3 | 0
COc1cccc(/C=C/c2ccc3ccccc3n2)c1OC(C)=O | 7 | -5 | 6 | -9 | -3 | -4 | 2 | -1 | 2
Cc1ccc2cc(CCNC(=O)C(=O)c3c(C)[nH]c4ccccc34)c(=O)[nH]c2c1 | -6 | 1 | -2 | 18 | -8 | -3 | 7 | -1 | -6
COc1ccccc1C1CCN(C(=O)C2CCCCC2)CC1 | -5 | -14 | 14 | 2 | 4 | -3 | -1 | -2 | 3
Cc1ccc(S(=O)(=O)N2CCC(C(=O)N[C@@H](C)C(=O)NCCc3ccccc3)CC2)cc1 | 4 | 7 | -6 | -3 | 4 | 3 | 19 | 3 | 1
CCOC(=O)c1c(/N=C/C2C(=O)CC(C)(C)CC2=O)sc2c1CCCC2 | 6 | 2 | 0 | 7 | 3 | -1 | 4 | 2 | -4
CC1CCC(NC(=O)C(C)N2C(=O)C3CCCCC3C2=O)CC1 (centres undefined) | 9 | 2 | -4 | -3 | · | 1 | 5 | · | 7
CCCn1c(N2CCN(CC(=O)c3c(C)n(C)c4ccccc34)CC2)nc2c1c(=O)[nH]c(=O)n2C | 8 | 4 | 3 | 4 | -2 | -1 | 3 | 2 | -5
C=CCc1c(C)nc(SC)nc1Nc1ccccc1 | 7 | -11 | 4 | -10 | 8 | -7 | 4 | 0 | -11
CC12CCC(C(=O)Nc3cccc4ccccc34)(C1Br)C2(C)C (centres undefined) | -11 | 1 | 10 | 0 | -12 | 2 | 5 | 0 | -2
CCOC(=O)c1cccc(NC(=O)C(NS(=O)(=O)c2ccc3c(c2)CCN3C(C)=O)C(C)C)c1 (centres undefined) | 2 | -6 | 11 | 6 | -2 | 2 | 1 | -3 | 0
CCSc1nnc2c(n1)OC(c1ccc(C(=O)O)cc1)N(C(C)=O)c1ccccc1-2 (centres undefined) | 9 | -6 | 2 | 0 | 8 | -1 | -2 | 6 | 4
CCOc1ccc(C2CC(c3cccc(OC)c3OC)n3nnnc3N2)cc1Cl (centres undefined) | 4 | 1 | 1 | 4 | 10 | -3 | -1 | 3 | 0
CCC(c1nnc(SCC(=O)Nc2cccc(S(N)(=O)=O)c2)n1Cc1ccccc1)N(C)C (centres undefined) | 5 | -2 | 0 | 3 | -3 | -1 | 3 | 0 | -1
CN1CCN(Cc2nnc(-c3ccccc3)o2)CC1 | 11 | -5 | -3 | 6 | 1 | -4 | 2 | 0 | 2
O=C(CCSc1nnc(-c2ccncc2)o1)Nc1ccccc1Cl | 3 | -4 | 1 | -1 | 1 | -1 | 0 | -1 | -3
Cc1cccc(N2CCN(C(=O)CCNS(=O)(=O)c3ccc4c(c3)oc(=O)n4C)CC2C)c1 (centres undefined) | 9 | -7 | -2 | 5 | 14 | 3 | 2 | -1 | 2
CN1c2ccccc2Sc2cc(N)ccc21 | 2 | 9 | 8 | 11 | 11 | 1 | 3 | 2 | -7
O=C(Nc1ccc(N2CCOCC2)cc1)c1cc(-n2cnnc2)ccc1Cl | -1 | 0 | -3 | 1 | 3 | 2 | -1 | 7 | -8
COc1ccccc1C(=O)Nc1ccon1 | -14 | 2 | -8 | 3 | -5 | 2 | 4 | 0 | -2
O=C(N/N=C/c1cccnc1)c1ccc(O)cc1 | 11 | -2 | 0 | -1 | -3 | -3 | -1 | 0 | -1
CCOc1ccccc1NC(=O)COC(=O)Cc1ccsc1 | 5 | 3 | -3 | 12 | · | -7 | 0 | · | 1
O=C(Nc1cccc([N+](=O)[O-])c1)c1cccc(C(=O)Nc2cccc([N+](=O)[O-])c2)c1 | -6 | 1 | -12 | 7 | 0 | -4 | -4 | -2 | -4
CCC1(c2ccccc2)NC(=O)N(CC(=O)NC2CCCCCC2)C1=O (centres undefined) | 3 | · | 4 | 3 | · | · | 8 | · | -5
CCOC(=O)c1ccccc1NS(=O)(=O)c1c(C)nc2sccn2c1=O | 8 | 20 | 14 | 8 | -3 | 1 | 2 | -1 | 2
O=C(N/N=C/c1cc2c(c([N+](=O)[O-])c1)OCO2)c1ccncc1 | 8 | 1 | -2 | 4 | 4 | 7 | -1 | 2 | 3
COc1cccc(OC)c1NC(=O)CN1CCC(NC(=O)c2cccc(F)c2)CC1 | 5 | 0 | 0 | 0 | 8 | 2 | 4 | -1 | 0
Cn1c(Nc2ccccc2)nc2ccccc21 | 16 | -4 | 3 | 0 | 0 | -1 | 9 | 4 | 1
CC1CC(C)CN(CCCNC(=O)c2ccc3c(c2)ncn3C2CCCC2)C1 (centres undefined) | -3 | 4 | -5 | -1 | 3 | 0 | -1 | 3 | 0
CC(Sc1ccccc1)C(=O)N/N=C/c1ccccc1 (centres undefined) | 4 | -1 | 1 | 6 | 2 | -3 | 4 | 3 | -6
COCCNCCCCOc1c(Cl)cc(C)cc1Br | 0 | 6 | 6 | 5 | 0 | 2 | 1 | 2 | -3
CCOC(=O)C1(Cc2cccc(Cl)c2)CCCN(C(=O)c2c(CC)noc2C)C1 (centres undefined) | 7 | 3 | 0 | -1 | 8 | -1 | -1 | 0 | -1
Cc1cc(C)n(CC(=O)NC2CCCCC2)n1 | 1 | -6 | -3 | 5 | 2 | -2 | 1 | 0 | -4
CCOc1ccc(CN(C)C(=O)[C@H](C)NC(=O)c2ccco2)cc1OC | -1 | -2 | -4 | 2 | 7 | 1 | 4 | 2 | -4
Cc1ccc2cccc(O)c2[n+]1[O-] | 13 | -1 | -3 | 2 | 19 | -3 | 1 | 11 | -6
CC(C)(C)c1cc(Cl)ccc1OCCn1ccnc1 | -2 | -2 | -6 | -3 | -4 | -1 | 8 | 3 | -5
CCC1(c2ccccc2)NC(=O)N(CC(=O)Nc2ccc(Cl)c(S(=O)(=O)N3CCCCC3)c2)C1=O (centres undefined) | -2 | -15 | -7 | 8 | -5 | -13 | -6 | -7 | -3
CCOC(=O)c1ccc(Nc2nc(C(=O)OCC)nc3ccccc23)cc1 | 3 | -30 | -12 | -16 | -23 | -22 | -3 | -19 | -1
Cc1ccccc1OCCOC(=O)c1ccc(S(=O)(=O)N2CCCC2)cc1 | -1 | 0 | 10 | -3 | · | -4 | 2 | · | -1
O=C(CN1CCCCC1)NC(=O)NC1CCCCC1 | 1 | 2 | -7 | 1 | · | 2 | 2 | · | 5
CCN(CC(=O)Nc1c(F)cccc1F)C(=O)CCSc1ccc(F)cc1 | 0 | 4 | -1 | 8 | -6 | 2 | 11 | 1 | -2
CCOC(=O)CSc1nnc(CNC(=O)c2cccc(C)c2)n1C | 11 | 1 | 2 | 4 | 0 | 1 | -5 | -3 | 1
CSc1nc(O)c(C(c2ccc(F)cc2)c2c(O)nc(SC)[nH]c2=O)c(=O)[nH]1 | · | -6 | · | 1 | 2 | 1 | · | -1 | 1
Cn1c(N)c(C(=O)CSc2nnc(C3CC3)n2-c2ccccc2)c(=O)[nH]c1=O | 6 | · | -4 | 1 | · | · | -2 | · | -1

Complete entries from above. Order of values: PAFAH1B3 inh | PME-1 primary | PAFAH2 inh | pPAFAH inh | GSTO1 counter | LYPLA1 inh | PAFAH1B2 FP inh | Fam108B inh | PAD4 FP inh
`O=C(CN1CCCCC1)NC(=O)NC1CCCCC1` is entered as 1 | 2 | -7 | 1 | · | 2 | 2 | · | 5
`CC(Sc1ccccc1)C(=O)N/N=C/c1ccccc1` (centres undefined) is entered as 4 | -1 | 1 | 6 | 2 | -3 | 4 | 3 | -6

(further entries)
SMILES | PAFAH1B3 inh | PME-1 primary | PAFAH2 inh | pPAFAH inh | GSTO1 counter | LYPLA1 inh | PAFAH1B2 FP inh | Fam108B inh | PAD4 FP inh
CCN(C(=O)CSc1nnc(C(C)N(C)C)n1-c1ccc(F)cc1)C1CCS(=O)(=O)C1 (centres undefined) | 9 | 4 | -3 | 4 | · | -3 | -1 | · | -1
CCOc1cc(C(=O)CCC(=O)OCC(=O)NC(=O)NCC(C)C)ccc1O | 0 | 10 | 6 | 13 | -1 | -1 | 3 | -3 | -1
CCOC(=O)C1=C(CS(=O)(=O)c2ccc(F)cc2)NC(=O)NC1c1ccc(O)c(O)c1 (centres undefined) | 6 | 2 | 8 | 18 | 20 | -3 | 0 | 0 | 3
CC1CCN(C(=O)c2ncn(C)c2C(=O)N2CCC(C)CC2)CC1 | -2 | · | -5 | -4 | · | · | 5 | · | -3
COc1ccccc1CNC(=O)C1CCN(S(=O)(=O)c2cccc([N+](=O)[O-])c2)CC1 | 3 | 12 | -5 | 8 | -3 | -2 | 2 | 1 | 1
CC1Sc2ccc(S(=O)(=O)CCC(=O)N3CCN(c4cccc(Cl)c4)CC3)cc2NC1=O (centres undefined) | 1 | 21 | 8 | 13 | 6 | -2 | 1 | 5 | -4
Cc1cccc(C)c1NC(=O)CCn1cnc2ccccc2c1=O | 4 | -1 | -5 | 5 | 8 | 1 | 7 | 4 | -5
CC(C)(C)C(=O)Nc1nnc(-c2ccncc2)o1 | 6 | -5 | -4 | -1 | 4 | 4 | -1 | -1 | -3
CCCNC(=O)Cn1c(=O)oc2cc(S(=O)(=O)N3CCCC3)ccc21 | -3 | -2 | 7 | -2 | 0 | -2 | -1 | 0 | -2
O=C(NN=C1CCCC1)c1ccccc1OCc1ccc(Cl)cc1 | 5 | -1 | 7 | 1 | 4 | -3 | 5 | 2 | -1
CCOC(=O)c1cccc(NC(=O)c2ccccc2C)c1 | 10 | 6 | -1 | -1 | 5 | -1 | -1 | 1 | -5
CCN(CC)c1nc(Nc2ccc([N+](=O)[O-])cc2)nc(N(CC)CC)n1 | -9 | 1 | -11 | 8 | 1 | -2 | 0 | -7 | 0
c1ccc(Cc2nnc3sc(-c4ccco4)nn23)cc1 | 2 | -3 | 4 | 12 | 4 | 0 | 1 | -2 | -1
Cc1cc(C)c(C#N)c(Nc2ccccc2C)n1 | 9 | -1 | -1 | -4 | 0 | -3 | 1 | 1 | -1
O=C(Cc1ccccc1)NC1CCN(Cc2ccccc2)CC1 | -1 | 0 | 3 | -4 | -2 | 6 | 4 | -6 | -3
Cc1ccc(-c2nc(CS(=O)CC(=O)NC3CCC(C)CC3)c(C)o2)cc1 (centres undefined) | 7 | 8 | 1 | 6 | 0 | 4 | 3 | 0 | 1
Clc1ccc(Oc2nc(N3CCOCC3)nc(N3CCOCC3)n2)c(C2CCCCC2)c1 | -3 | -2 | 3 | 0 | -5 | -4 | 3 | -3 | 0
Cc1c(/C=N\NC(=O)C2(C)CC2(Cl)Cl)cnn1C (centres undefined) | 4 | -3 | -10 | 7 | -1 | -1 | 5 | 0 | -1
Cc1nn(C)c(C)c1CN(C(=O)C1CCC(=O)N(C2CCCCCC2)C1)C(C)C (centres undefined) | 5 | 1 | 4 | 0 | 3 | 3 | 2 | -3 | 1
CCOC(=O)C1CCCN(Cc2nc(N)nc(Nc3ccc(OC)cc3)n2)C1 (centres undefined) | 1 | 7 | 0 | 5 | 6 | 2 | 1 | 3 | -3
O=C(Nc1ccc(Br)cc1)C1CCC(=O)N1Cc1ccccc1Cl (centres undefined) | 7 | -7 | -4 | 1 | -4 | -1 | 11 | -4 | 1
Clc1c(-c2ccccc2)nc2ccccn12 | 1 | -5 | 0 | -4 | 5 | -1 | 0 | -7 | 0
